SIRT5 inh – inhibitors of human sirtuin-5 desuccinylase; Q9NXA8; Purified SirT5, succinyl-peptide AMC, trypsin-coupled fluorescence; inhibition, % at 15 µM; 330,000 tested, 1.1% active; AID 652115; in the data active = inhibition above about 15%
Target sequence (Q9NXA8 whole entry, looked up): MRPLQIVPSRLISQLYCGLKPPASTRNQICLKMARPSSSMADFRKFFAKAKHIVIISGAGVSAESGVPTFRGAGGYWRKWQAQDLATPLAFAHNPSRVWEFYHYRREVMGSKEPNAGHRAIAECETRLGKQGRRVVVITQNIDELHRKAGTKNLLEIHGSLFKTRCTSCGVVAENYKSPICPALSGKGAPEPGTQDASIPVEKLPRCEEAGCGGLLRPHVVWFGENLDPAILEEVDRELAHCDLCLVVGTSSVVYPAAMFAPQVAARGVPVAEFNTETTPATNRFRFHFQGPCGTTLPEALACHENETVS
ERp5 inh – inhibitors of human ERp5 | 350,000 tested, 0.05% active | Q15084 | ERp5 insulin aggregation, absorbance 650 nm, 90 min | inhibition, % at 9.99 µM | AID 651711;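 active = mean replicate inhibition above about 25%, with every replicate also reaching it, limit read from the data, passing the limit was not always enough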
Target sequence (Q15084 whole entry, looked up): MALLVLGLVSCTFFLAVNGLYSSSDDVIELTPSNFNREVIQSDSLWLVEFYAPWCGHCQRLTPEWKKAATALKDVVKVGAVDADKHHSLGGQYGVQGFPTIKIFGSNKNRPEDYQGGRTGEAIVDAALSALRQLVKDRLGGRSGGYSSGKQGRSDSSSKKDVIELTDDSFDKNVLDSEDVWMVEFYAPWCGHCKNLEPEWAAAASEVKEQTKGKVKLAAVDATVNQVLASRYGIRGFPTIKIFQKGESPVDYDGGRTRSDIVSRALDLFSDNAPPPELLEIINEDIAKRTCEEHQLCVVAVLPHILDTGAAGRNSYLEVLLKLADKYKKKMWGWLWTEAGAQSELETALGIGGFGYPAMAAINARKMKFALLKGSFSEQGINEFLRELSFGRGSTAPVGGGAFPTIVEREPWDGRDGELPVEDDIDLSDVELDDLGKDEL
Cneo AK release – Cryptococcus neoformans lysis via adenylate kinase release; C. neoformans lysis, adenylate kinase release luminescence, 4 h; normalised: neutral wells 0, clomiphene wells 100; lysis activity, % at 15 µM; 360,000 tested, 0.2% active; AID 651654;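 active = mean lysis activity across replicates of at least 80%, whatever share of replicates individually reach that level; inactive = mean lysis activity below 80%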
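Assay system: log-phase C. neoformans yeast / Quantity: yeast cell density of 5 × 10^6 cells/mL / Medium: fresh YPD growth medium / Compound: single dose / Timing: static 4 h at 37 °C with compound, 1 h detection / Measured by: adenylate kinase release luminescence / Read-out: lysis from increased AK signal / Benchmarks: Clomiphene as positive lysis control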
C2C12 statin – suppression of simvastatin myotoxicity. rescue of ATP level, % at 7.49 µM. 330,000 tested, 0.78% active. AID 602340. C2C12 myotubes + simvastatin, ATP luminescence, 48 h; scaled: DMSO 0, geranylgeraniol control 100;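 active = mean ATP rescue above about 67%, or every replicate alone reaching that limit, limit read from the data, passing the limit was not always enough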;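 note: myotubes were challenged with 10 µM simvastatin during compound exposure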
miR-122 sensor – inhibitors of miR-122 in Huh7 cells; Huh7 miR-122 Renilla luciferase sensor, 48 h; neutral wells = 0, positive control = 100; activation (reporter increase), % at 12.5 µM; 340,000 tested, 0.3% active; AID 602342;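 active = mean replicate activation score at least 90 and every replicate individually at or above 90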;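 note: higher luciferase means less miR-122 activity so hits act as miR-122 inhibitors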
esBAF inh – SWI/SNF esBAF complex inhibition | mouse ES cells, Bmi1-luciferase knock-in reporter, 24 h; 100% = twice the neutral-well signal | reporter increase, % at 12.5 µM | 350,000 tested, 2% active | AID 602393; in the data active = activation above about 40%;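 note: 0% = median of the plate's neutral control wells and 100% = double that signal; a rise in the Bmi1 reporter signal indicates esBAF inhibition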
ARNT TACC3 PPI – ARNT/TACC3 interaction disruption; AlphaScreen His-ARNT PAS-B/GST-TACC3 binding, luminescence; TACC3 fragment carries E629A point mutation; inhibition, % at 9.99 µM; 390,000 tested, 0.66% active; AID 623870;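 active = mean inhibition of replicates at least 50% and at least half of replicates each reaching 50%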;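 note: 0% = complete ARNT plus TACC3 wells and 100% = ARNT alone without TACC3; many hits fall short of the cut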
Numbers without * were called inactive; [ ] = remark or other dose. Compounds as they come. Share with any hit: about 4%.

`O=C1C=C(c2c(O)ccc3ccccc23)c2ccccc2C1=O` gave ERp5 inh -5, C2C12 statin -5, miR-122 sensor 7, esBAF inh 3 and ARNT TACC3 PPI 34.
`O=C1NC(=O)/C(=C\c2ccc(N3CCOCC3)o2)N1` gave SIRT5 inh -3, ERp5 inh 18 and ARNT TACC3 PPI 1.
Screening Clc1cccc(CON/C=N/c2ncnc3sccc23)c1 returned Cneo AK release -1, C2C12 statin 12, miR-122 sensor -5 and esBAF inh -41.
For C[C@@H](O)C#Cc1cnc2c(c1)C(=O)N([C@@H](C)CO)C[C@H](C)[C@H](CN(C)C(=O)c1ccc(F)cc1)O2 the results were SIRT5 inh -4, ERp5 inh 4, Cneo AK release -14, C2C12 statin 0, esBAF inh 0 and ARNT TACC3 PPI -2.
COc1ccc(NC(=O)CSc2nnc3ccc(-c4cccnc4)nn23)cc1OC was read as SIRT5 inh 17*, ERp5 inh 3, Cneo AK release 0, C2C12 statin 19, miR-122 sensor -2, esBAF inh 1 and ARNT TACC3 PPI 1.
For CCOC(=O)C1(C)NC(c2ccco2)C2C(=O)N(c3ccc(C)cc3)C(=O)C21 (stereo not drawn) the results were Cneo AK release 0, C2C12 statin 7, miR-122 sensor 1, esBAF inh 5 and ARNT TACC3 PPI 2.
O=C(O)CCc1ccc(-c2cccs2)n1NC(=O)c1ccc(Cl)cc1Cl was read as Cneo AK release 0, C2C12 statin 23, miR-122 sensor 6, esBAF inh 3 and ARNT TACC3 PPI -11.
Screening Cc1noc(C)c1S(=O)(=O)N(Cc1ccccc1)C(C)C returned SIRT5 inh -5, ERp5 inh -1, Cneo AK release 0 and miR-122 sensor -10.
`CO[C@H]1CN(C)C(=O)c2ccc(NC(=O)C3CCCC3)cc2OC[C@H](C)N(C(=O)CC2CC2)C[C@H]1C` gave SIRT5 inh 4, ERp5 inh 0, Cneo AK release 2, C2C12 statin 1, esBAF inh 2 and ARNT TACC3 PPI 3.
Screening CN(C)C(=O)c1cccc(-c2cccc(-c3nc(C(=O)NCc4ccccc4)cc4c3[C@H](CCO)N([S@@](=O)C(C)(C)C)C4)c2)c1 returned SIRT5 inh 3, ERp5 inh 2, Cneo AK release 4, C2C12 statin -1, esBAF inh 9 and ARNT TACC3 PPI -5.
`N#Cc1nc(-c2cccs2)oc1NCC1CCCO1` (stereo not drawn) gave SIRT5 inh -103, ERp5 inh -4, Cneo AK release 3, C2C12 statin 39, miR-122 sensor -5, esBAF inh 10 and ARNT TACC3 PPI 3.
For CO[C@H]1CN(C)C(=O)c2cc(NC(=O)Nc3cccc(Cl)c3)ccc2OC[C@@H](C)N(C(=O)Nc2c(C)noc2C)C[C@H]1C the results were C2C12 statin 5, miR-122 sensor 11[16.7 µM] and esBAF inh 2.
CNC[C@H]1Oc2cc(C#CC3CCCCC3)ccc2S(=O)(=O)N([C@@H](C)CO)C[C@H]1C was read as SIRT5 inh -4, ERp5 inh -2, Cneo AK release 3, C2C12 statin 7, miR-122 sensor 11[16.7 µM], esBAF inh -7 and ARNT TACC3 PPI 20.
`COc1ccc(S(=O)(=O)N[C@@H]2CC[C@@H](CC(=O)N3CCC(Cc4ccccc4)CC3)O[C@H]2CO)cc1` gave SIRT5 inh 2, ERp5 inh -3, Cneo AK release -2, C2C12 statin 27, esBAF inh 12 and ARNT TACC3 PPI -5.
For C[C@H](CO)N1C[C@H](C)[C@@H](CN(C)CC2CCCC2)Oc2ncc(-c3cccc(F)c3)cc2C1=O the results were SIRT5 inh -1, ERp5 inh 5, Cneo AK release 1, C2C12 statin 31, miR-122 sensor 1[16.7 µM], esBAF inh 0 and ARNT TACC3 PPI -5.
Screening O=C(NCC(F)(F)F)[C@@H]1[C@@H](CO)[C@@H]2Cn3c(cccc3=O)[C@H]1N2CC1CCOCC1 returned SIRT5 inh 4, ERp5 inh -2, Cneo AK release 54, C2C12 statin 4, esBAF inh 2 and ARNT TACC3 PPI 2.
Screening O=C(CCn1c(=O)oc2ccccc21)Nc1nc2ccccc2s1 returned SIRT5 inh -4, ERp5 inh -1, Cneo AK release -1, C2C12 statin 4, miR-122 sensor 2, esBAF inh 7 and ARNT TACC3 PPI 4.
For COc1ccc(S(=O)(=O)N(C)C[C@@H]2Oc3c(NC(=O)Nc4ccc(C(F)(F)F)cc4)cccc3C(=O)N([C@H](C)CO)C[C@H]2C)cc1 the results were SIRT5 inh -2, ERp5 inh -7, Cneo AK release -1, C2C12 statin -42, miR-122 sensor -10[16.7 µM] and esBAF inh -4.
Screening N#C[C@H]1N[C@@H](CO)[C@H]1c1ccc(C#CC2CCCC2)cc1 returned SIRT5 inh -4, ERp5 inh 1, Cneo AK release 57, C2C12 statin -14, esBAF inh 3 and ARNT TACC3 PPI -16.
For C[C@@H]1CN([C@H](C)CO)C(=O)c2cc(/C=C/c3ccccc3)cnc2O[C@H]1CN(C)C(=O)Nc1ccccc1F the results were SIRT5 inh -19, ERp5 inh -4, Cneo AK release 0, C2C12 statin 29, miR-122 sensor 1[16.7 µM], esBAF inh 5 and ARNT TACC3 PPI -2.

Brought forward from above: 2 entries, then new ones.
Screening N#C[C@H]1N[C@@H](CO)[C@H]1c1ccc(C#CC2CCCC2)cc1 returned SIRT5 inh -4, ERp5 inh 1, Cneo AK release 57, C2C12 statin -14, esBAF inh 3 and ARNT TACC3 PPI -16.
For C[C@@H]1CN([C@H](C)CO)C(=O)c2cc(/C=C/c3ccccc3)cnc2O[C@H]1CN(C)C(=O)Nc1ccccc1F the results were SIRT5 inh -19, ERp5 inh -4, Cneo AK release 0, C2C12 statin 29, miR-122 sensor 1[16.7 µM], esBAF inh 5 and ARNT TACC3 PPI -2.
For CC(C)NC(=O)N(C)C[C@H]1Oc2ccc(NC(=O)CCCCCC(=O)Nc3ccccc3N)cc2C(=O)N([C@H](C)CO)C[C@@H]1C the results were ERp5 inh -6, Cneo AK release 2, miR-122 sensor -8[16.7 µM], esBAF inh 0 and ARNT TACC3 PPI -8.
COc1cc([C@@H]2C[C@H]3CN(c4ccccc4)C(=O)[C@]34CCCN24)cc(OC)c1OC was read as SIRT5 inh -2, ERp5 inh 2, C2C12 statin -12, miR-122 sensor -4, esBAF inh 1 and ARNT TACC3 PPI 11.
Screening COC(=O)c1cc2c(ccn2-c2ccc(F)cc2)n1CC(=O)N1CCN(C(=O)c2ccco2)CC1 returned Cneo AK release 1, C2C12 statin 17, miR-122 sensor -8, esBAF inh -3 and ARNT TACC3 PPI -6.
Screening Cc1ccc(C(=O)COc2nc(C)nc3ccccc23)cc1 returned SIRT5 inh 3, ERp5 inh 4 and ARNT TACC3 PPI -10.
Screening CC[C@]1(C(=O)OC)[C@H]2C(=O)N(C)C(=O)[C@H]2[C@H]2CN=C(SCc3ccccc3)N21 returned SIRT5 inh -3, ERp5 inh 9, Cneo AK release 1, C2C12 statin 1, miR-122 sensor -3, esBAF inh -1 and ARNT TACC3 PPI -3.
COc1ccccc1NC(=O)Nc1c(C)nn(C)c1C was read as SIRT5 inh 0, ERp5 inh 2 and ARNT TACC3 PPI 2.
Screening CCOc1ccccc1NC(=O)C(c1ccccc1)N1CCN(CC(=O)N2CCOCC2)CC1 (stereo not drawn) returned SIRT5 inh -7, ERp5 inh 4, Cneo AK release 0, C2C12 statin 6, esBAF inh -1 and ARNT TACC3 PPI 25.
COc1cc(Cl)c(C)cc1NC(=O)CSc1nnc(-c2ccco2)n1CC(C)C was read as SIRT5 inh -6, ERp5 inh 3, Cneo AK release 6, C2C12 statin 2, miR-122 sensor -1, esBAF inh -2 and ARNT TACC3 PPI -8.
`COc1ccc(-n2c(Cc3cccn3C)nnc2SCC(=O)Nc2ccc3c(c2)OCCO3)cc1` gave ERp5 inh 1, Cneo AK release 3, C2C12 statin -4, miR-122 sensor -4 and esBAF inh 1.
Screening O=C1C=CC(=O)N1CCNc1ncc(C(F)(F)F)cc1Cl returned SIRT5 inh -1, ERp5 inh 2 and ARNT TACC3 PPI -12.
Screening COC(=O)C1=C(SC)N(c2ccc(OC)cc2)C(c2ccccc2)CC1=O (stereo not drawn) returned SIRT5 inh 1, ERp5 inh 5, Cneo AK release 4 and miR-122 sensor -2.
O=C(NN1CCOCC1)c1ccccc1 was read as SIRT5 inh -1, ERp5 inh 1, Cneo AK release 1, miR-122 sensor -5 and ARNT TACC3 PPI -2.
`COc1ccc(CC(=O)Oc2ccc(F)c(F)c2)cc1S(=O)(=O)N1CCOCC1` gave SIRT5 inh 4, ERp5 inh -1, Cneo AK release 1, C2C12 statin -7, esBAF inh -3 and ARNT TACC3 PPI 4.
Screening CC(NS(=O)(=O)c1ccc2ccccc2c1)c1ccccn1 (stereo not drawn) returned SIRT5 inh -4, ERp5 inh -1, Cneo AK release 0, C2C12 statin 1, miR-122 sensor 1, esBAF inh -3 and ARNT TACC3 PPI 8.
For CCCN(C)C[C@H]1OCCCC[C@H](C)Oc2ccc(NS(=O)(=O)c3ccc(Cl)cc3)cc2C(=O)N([C@H](C)CO)C[C@H]1C the results were SIRT5 inh 1, ERp5 inh 4, Cneo AK release 3, C2C12 statin -3, miR-122 sensor -4[16.7 µM], esBAF inh -6 and ARNT TACC3 PPI 6.
For CC(C)(C)C(=O)NC1CCN(CC(=O)Nc2ccc3c(c2)OCO3)CC1 the results were SIRT5 inh -1, ERp5 inh -5, Cneo AK release 0, C2C12 statin 5, miR-122 sensor -4 and esBAF inh -1.
For Cc1nn(C(C)(C)C)c(OC(=O)c2cccs2)c1Sc1ccccc1 the results were Cneo AK release 3, C2C12 statin 0, miR-122 sensor 7, esBAF inh 4 and ARNT TACC3 PPI -1.
For COC(=O)c1nc[nH]c1C(=O)OC the results were SIRT5 inh -10, ERp5 inh 3, Cneo AK release 3, miR-122 sensor -4 and ARNT TACC3 PPI -2.
Screening COc1ccc(C#Cc2cnc3c(c2)C(=O)N([C@@H](C)CO)C[C@H](C)[C@@H](CN(C)C(=O)CN(C)C)O3)cc1 returned SIRT5 inh -2, ERp5 inh 4, Cneo AK release -1, C2C12 statin 20, miR-122 sensor -3[16.7 µM], esBAF inh 1 and ARNT TACC3 PPI 10.
For COc1ccc(NC(=O)N(C)C[C@H]2Oc3ccc(NC(=O)Nc4ccc(F)cc4)cc3CC(=O)N([C@H](C)CO)C[C@H]2C)cc1 the results were SIRT5 inh -3, ERp5 inh -4, Cneo AK release 2, C2C12 statin 1, miR-122 sensor 1[16.7 µM], esBAF inh 1 and ARNT TACC3 PPI -8.
`C[C@@H]1CN([C@@H](C)CO)C(=O)c2cc(NC(=O)NC3CCCCC3)ccc2O[C@@H](C)CCCCO[C@@H]1CN(C)C(=O)Nc1ccccc1` gave SIRT5 inh 3, ERp5 inh 4, Cneo AK release 1, miR-122 sensor 0[16.7 µM], esBAF inh 4 and ARNT TACC3 PPI -9.
For C[C@H]1CN([C@@H](C)CO)C(=O)c2ccccc2-c2ccccc2CO[C@H]1CN(C)Cc1ccc(C(=O)O)cc1 the results were SIRT5 inh 2, ERp5 inh -8, Cneo AK release -3, esBAF inh 2 and ARNT TACC3 PPI -4.
Screening CCOC(=O)C1C(=O)NC(c2ccccc2)=NC1c1ccc(O)c(OC)c1 (stereo not drawn) returned SIRT5 inh -1, ERp5 inh 0 and ARNT TACC3 PPI -11.
Screening CC(C)NC(=O)Nc1cccc2c1O[C@H](CN(C)C(=O)Nc1ccc3c(c1)OCO3)[C@H](C)CN([C@H](C)CO)C2=O returned SIRT5 inh 8, ERp5 inh -2, Cneo AK release -1, C2C12 statin 19, miR-122 sensor -8[16.7 µM], esBAF inh 2 and ARNT TACC3 PPI -2.
Screening COc1ccc(S(=O)(=O)Nc2cccc3c2O[C@@H](CN(C)C)[C@@H](C)CN([C@H](C)CO)C3=O)cc1 returned SIRT5 inh -4, ERp5 inh -1, Cneo AK release 0, C2C12 statin -12, miR-122 sensor 3[16.7 µM], esBAF inh -2 and ARNT TACC3 PPI -13.
Screening COc1ccc(N(C)S(=O)(=O)c2cccc(C(=O)OCC(=O)NCc3ccccc3OC)c2)cc1 returned SIRT5 inh -5, ERp5 inh 4, Cneo AK release 2, C2C12 statin 4, miR-122 sensor -2, esBAF inh -6 and ARNT TACC3 PPI 1.

Assay outcomes as filed in PubChem.
